Jurkat NFkB inh = inhibitors of the PMA/ionomycin-induced NF-kB reporter in Jurkat cells | PMA/ionomycin-induced NF-kB luciferase reporter, luminescence | inhibition, % at 4 µM | 330,000 compounds, 0.53% hits; in the data active = inhibition above about 50%
TIM10 inh = inhibits growth of TIM10 yeast strain; S. cerevisiae TIM10 strain growth, BacTiter-Glo luminescence, 24 h; inhibition, % at 10 µM; 330,000 compounds, 1.4% hits; AID 463195;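 active = inhibition of 40% or more at the single tested concentration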;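 note: wild-type TIM10 isogenic control strain grown at permissive 25 °C; 0% = DMSO yeast wells and 100% = minimal medium wells without yeast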
697 NFkB inh = inhibitors of the PMA/ionomycin-induced NF-kB reporter in 697 B cells; 330,000 compounds, 0.33% hits; inhibition, % at 4 µM; 697 B-cell NF-kB luciferase reporter, 16 h; in the data active = inhibition above about 35%
tim23-1 inh = tim23-1 yeast growth inhibition | 330,000 compounds, 1.3% hits | S. cerevisiae tim23-1 growth, BacTiter-Glo luminescence, 24 h | inhibition, % at 20 µM;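 active = growth inhibition of the mutant yeast at or above 50%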;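 note: temperature-sensitive mutant grown at 25 °C; plate controls were DMSO-treated mutant yeast for no effect and medium wells lacking yeast for full effect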
XBP1 UPR activ = activators of adaptive arm of unfolded protein response (XBP1) | 330,000 compounds, 0.33% hits | CHO-XBP1 luciferase reporter, IRE1-XBP1 UPR activation, luminescence; percent of tunicamycin response, DMSO as zero | activation, % at 20 µM;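 active = versus positive control, 20 µM dose yields 30% or more activation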;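 note: 100% = tunicamycin at 10 µg/mL and 0% = DMSO only wells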
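Material: CHO-XBP1 cells stably carrying IRE1-XBP1-driven luciferase reporter | Medium: F12 with 10% serum | Compound dosing: 20 µM single concentration, DMSO 1% | Incubation: Overnight seeding at 37 °C, 6 h compound treatment at 37 °C | Detection: Steady-Glo luminescence read | Read-out basis: % activation of reporter signal versus tunicamycin and DMSO controls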
tim10-1 inh = growth inhibitors of tim10-1 mutant yeast | S. cerevisiae tim10-1 ts strain growth, BacTiter-Glo, 24 h | 330,000 compounds, 2.2% hits | AID 463190 | inhibition, % at 20 µM;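 active = inhibition of at least 40%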;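 note: mutant grown at 25 °C; 0% = DMSO wells with yeast and 100% = wells holding no yeast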
Mdm2-MdmX inh = disrupts the human Mdm2-MdmX interaction; inhibition, % at 8 µM; 330,000 compounds, 3% hits; O15151+Q00987; SaOS-2 split-luciferase Mdm2/MdmX complementation, luminescence;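 active = inhibition of at least 50% at 8 µM in the primary screen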
Target sequence (O15151 whole entry, looked up): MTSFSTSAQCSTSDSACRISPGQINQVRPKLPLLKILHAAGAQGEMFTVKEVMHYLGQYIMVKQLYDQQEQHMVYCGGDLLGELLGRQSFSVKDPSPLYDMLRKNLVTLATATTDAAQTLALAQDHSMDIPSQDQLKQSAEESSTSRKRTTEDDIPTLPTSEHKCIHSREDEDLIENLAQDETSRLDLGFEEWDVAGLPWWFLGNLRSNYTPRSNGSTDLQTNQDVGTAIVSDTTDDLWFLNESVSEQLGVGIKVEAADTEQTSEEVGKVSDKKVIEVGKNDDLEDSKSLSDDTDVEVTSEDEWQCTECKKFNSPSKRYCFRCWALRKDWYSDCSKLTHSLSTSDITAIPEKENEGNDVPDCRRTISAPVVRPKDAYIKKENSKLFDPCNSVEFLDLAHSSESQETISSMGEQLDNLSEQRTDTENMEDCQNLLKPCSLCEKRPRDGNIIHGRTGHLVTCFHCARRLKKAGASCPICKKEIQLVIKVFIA
Target sequence (Q00987 whole entry, looked up): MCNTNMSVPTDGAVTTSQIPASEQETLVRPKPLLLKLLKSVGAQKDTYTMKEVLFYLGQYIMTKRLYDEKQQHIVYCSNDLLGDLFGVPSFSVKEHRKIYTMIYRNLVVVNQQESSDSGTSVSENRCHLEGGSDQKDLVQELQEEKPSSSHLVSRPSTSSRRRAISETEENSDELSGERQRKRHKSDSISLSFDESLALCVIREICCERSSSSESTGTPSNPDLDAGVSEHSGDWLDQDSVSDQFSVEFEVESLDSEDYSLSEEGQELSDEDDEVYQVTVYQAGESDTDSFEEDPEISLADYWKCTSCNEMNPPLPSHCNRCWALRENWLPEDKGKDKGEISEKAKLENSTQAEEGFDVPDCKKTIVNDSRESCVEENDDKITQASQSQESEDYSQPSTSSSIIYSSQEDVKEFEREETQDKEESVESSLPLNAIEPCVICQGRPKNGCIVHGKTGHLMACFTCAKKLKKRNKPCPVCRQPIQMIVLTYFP
UPR CHOP act = activators of apoptotic arm of unfolded protein response (CHOP) | CHO-CHOP luciferase reporter, UPR activation, luminescence; percent of tunicamycin response over DMSO baseline | activation, % at 10 µM | 330,000 compounds, 0.34% hits | AID 449763;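 active = at 10 µM dose, activation of 40% or more, normalized to positive control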;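 note: 100% = tunicamycin at 10 µg/mL and 0% = DMSO alone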
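Material: CHO-CHOP cells, stable luciferase reporter of PERK-eIF2a-CHOP signalling; quantity: 500 reporter cells seeded per well; buffer or medium: F12 medium containing 10% fetal bovine serum; compound: one dose, 10 µM in 0.5% DMSO; incubation: 6 h compound treatment, 37 °C; measured by: Steady-Glo luciferase luminescence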
Numbers without * were called inactive.

1) O=C(Nc1cccc(NC(=O)c2ccc(F)cc2)c1)c1ccc(F)cc1
2) CCOc1[nH]n(-c2ccccc2)c(=O)c1C=Nc1ccc(Cl)cc1
3) O=c1cc(-c2cccs2)oc2ccc(Cl)cc12
4) CC(C)C(NC(=O)C1CCCCC1)C(=O)NC1=NCCS1 (stereo not drawn)
5) CCc1nnc(NC(=O)Cc2cccs2)s1
6) CN(CCc1ccccc1)Cc1nc(-c2cnccn2)no1
7) O=C(COc1ccc(S(=O)(=O)NC2CCCCC2)cc1)NC1CC1
8) Cc1ccccc1CSc1nnc(-c2ccco2)n1Cc1ccco1
entry no.,1,2,3,4,5,6,7,8
Jurkat NFkB inh,-2,3,-79,14,10,-13,-4,-6
TIM10 inh,1,3,6,8,-12,-11,4,37
697 NFkB inh,-22,12,-104,-11,-13,-3,-6,-2
tim23-1 inh,18,-7,34,15,4,44,-12,48
XBP1 UPR activ,-3,2,6,-2,2,-3,-3,1
tim10-1 inh,9,3,25,11,12,13,-21,31
Mdm2-MdmX inh,-4,25,-72,7,17,5,16,0
UPR CHOP act,0.5,1.2,2.2,-0.6,0.1,-0.9,0.9,1.5

9) COc1ccc(C(=O)/C=C/c2cn(CN3CCN(C)CC3)c3ccccc23)cc1
10) O=C(c1ccncc1)N1N=C(c2ccc(Br)cc2)CC1c1ccccc1O (stereo not drawn)
11) N#Cc1c(N)n(CCc2ccc(F)cc2)c2nc3ccccc3nc12
12) CCCCNC(=O)Cc1c(OC)ccc2cc(Br)ccc12
13) CC(OC(=O)C12CCC(=O)N1c1ccccc1S2)C(=O)Nc1cccc(Cl)c1 (stereo not drawn)
14) CC1=NN(c2ccccc2)C(=O)C1C(=O)c1ccc([N+](=O)[O-])cc1 (stereo not drawn)
15) O=c1c2ccccc2c(C=Nc2ccc(O)cc2)c(O)n1-c1nccs1
16) Cc1ccc(NC(=O)c2cc(NC(=O)CCC(=O)O)ccc2N2CCCCC2)cc1
entry no.,9,10,11,12,13,14,15,16
Jurkat NFkB inh,6,8,8,-7,1,7,-4,5
TIM10 inh,25,17,13,-13,-4,8,6,3
697 NFkB inh,-68,12,9,-34,21,10,2,-6
tim23-1 inh,36,38,17,3,16,-8,8,-8
XBP1 UPR activ,3,6,-5,-4,-4,1,0,-3
tim10-1 inh,34,-76,31,1,15,-3,-4,-4
Mdm2-MdmX inh,-47,43,-3,12,-10,-15,-3,-22
UPR CHOP act,2.9,1.1,2.7,-0.1,0.0,1.2,1.5,-1.5

17) O=C(c1ccccc1)N(CCO)Cc1cc2cc3c(cc2[nH]c1=O)OCCO3
18) O=C(CCCN1C(=O)/C(=C/c2cccs2)SC1=S)Nc1ccc(O)cc1
19) C=C(CC[C@@H](O)C(C)(C)O)[C@H]1CC[C@]2(C)[C@@H]1CCC1[C@@]3(C)CC[C@H](O)C(C)(C)C3CC[C@]12C (stereo partly drawn)
20) Cc1ccc(NC2=NCC(Cc3ccc(Br)cc3)S2)cc1 (stereo not drawn)
21) Cc1cccc(CN2[C@@H](CC(C)C)COCCS2(=O)=O)c1
22) Cc1ccc(Oc2ccc(Cl)cc2NC(=O)c2ccc(F)cc2F)cc1
23) CCSc1ccccc1C(=O)Nc1nc2ccccc2c(=O)[nH]1
24) O=C1CC(N2CCSCC2)C(=O)N1c1ccccc1 (stereo not drawn)
entry no.,17,18,19,20,21,22,23,24
Jurkat NFkB inh,-14,6,5,-5,12,-7,5,-2
TIM10 inh,7,0,0,0,4,8,16,2
697 NFkB inh,-11,-1,-14,-4,4,-13,-4,15
tim23-1 inh,19,27,11,5,30,-7,31,24
XBP1 UPR activ,-3,1,2,3,0,0,2,-1
tim10-1 inh,4,32,-5,22,23,20,31,18
Mdm2-MdmX inh,7,63*,28,19,0,-33,18,3
UPR CHOP act,1.0,0.6,-0.5,-1.7,-0.6,-0.4,4.2,2.2

25) COc1ccc(Oc2nc(C)cc(C)c2S(C)(=O)=O)cc1
26) Cc1nn(C)cc1C(C(=O)NC1CCCCC1)N(Cc1ccc(F)cc1)C(=O)c1cnccn1 (stereo not drawn)
27) O=C(NCc1nc(-c2ccccc2)no1)Nc1ccc(F)cc1
28) CN1N=C(C(F)(F)F)CC1=O
29) CC1COc2ccccc2N1C(=O)c1ccc(Cl)nc1 (stereo not drawn)
30) CN(CC(=O)Nc1cccc(F)c1)C(=O)c1ccccc1OCCOc1ccccc1
31) CN(c1ccc(OCC(=O)OCC(=O)Nc2c(F)c(F)c(F)c(F)c2F)cc1)S(=O)(=O)c1ccc(F)cc1
32) COc1cccc(C2=CC(=O)CCC2)c1
entry no.,25,26,27,28,29,30,31,32
Jurkat NFkB inh,-12,-9,10,12,2,-4,6,2
TIM10 inh,9,6,2,6,16,17,3,7
697 NFkB inh,-20,8,6,-4,8,-26,-5,13
tim23-1 inh,20,3,-1,-1,4,21,20,6
XBP1 UPR activ,0,-2,0,-4,3,-3,-1,0
tim10-1 inh,20,-5,-18,9,-7,23,21,1
Mdm2-MdmX inh,-37,5,4,15,-2,14,2,-21
UPR CHOP act,-3.8,-0.7,0.2,1.4,-1.1,-1.5,1.5,-1.7

Molecules listed so far containing two or more sulfur atoms, in the order listed:
5) CCc1nnc(NC(=O)Cc2cccs2)s1
18) O=C(CCCN1C(=O)/C(=C/c2cccs2)SC1=S)Nc1ccc(O)cc1
entry no.,5,18
Jurkat NFkB inh,10,6
TIM10 inh,-12,0
697 NFkB inh,-13,-1
tim23-1 inh,4,27
XBP1 UPR activ,2,1
tim10-1 inh,12,32
Mdm2-MdmX inh,17,63*
UPR CHOP act,0.1,0.6

Only TIM10 inh, XBP1 UPR activ and 697 NFkB inh, for some of the entries so far:
# | smiles | TIM10 inh | XBP1 UPR activ | 697 NFkB inh
25 | COc1ccc(Oc2nc(C)cc(C)c2S(C)(=O)=O)cc1 | 9 | 0 | -20
26 | Cc1nn(C)cc1C(C(=O)NC1CCCCC1)N(Cc1ccc(F)cc1)C(=O)c1cnccn1 (stereo not drawn) | 6 | -2 | 8
27 | O=C(NCc1nc(-c2ccccc2)no1)Nc1ccc(F)cc1 | 2 | 0 | 6
28 | CN1N=C(C(F)(F)F)CC1=O | 6 | -4 | -4

Carrying on:
33) COC(=O)C1=CN(C(C)C)C=C(C(=O)OC)C1c1cc(Br)c(OC)c(OC)c1
34) CCN(CC)C(=O)CSc1nc2c(sc(=S)n2-c2ccccc2OC)c(=O)n1-c1ccccc1
35) COc1cc(/C=C/C(=O)O)cc(OC)c1O
36) COc1cc(C(=O)NCCCCCCNC(=O)c2cc(OC)c(OC)c(OC)c2)cc(OC)c1OC
37) C/C(=N\Nc1ccccn1)c1ccc(C#N)cc1
38) Cn1c(=NC(=O)c2ccco2)sc2ccccc21
39) Clc1cccc(N2CCN(Cc3ccc(Br)o3)CC2)c1
40) O=C(CCS(=O)(=O)c1ccc(Cl)cc1)N1CCCc2ccccc21
entry no.,33,34,35,36,37,38,39,40
Jurkat NFkB inh,-8,-26,-7,3,-24,-94,5,-58
TIM10 inh,33,-17,4,-3,-1,-3,9,-8
697 NFkB inh,9,5,-17,25,10,-95,8,-52
tim23-1 inh,32,15,14,6,25,21,15,34
XBP1 UPR activ,1,-4,-5,-3,0,-5,-5,-6
tim10-1 inh,13,31,11,-15,24,-28,16,27
Mdm2-MdmX inh,19,6,-35,52*,-12,-80,-9,30
UPR CHOP act,1.6,2.0,0.4,0.4,0.1,2.1,-2.0,0.5

41) COc1ccc(CNC(=O)C2CCC(CNS(=O)(=O)c3ccc(C)cc3)CC2)cc1 (stereo not drawn)
42) Cc1ccc2cc(C)c3nnc(SCc4ccc(C(=O)O)cc4)n3c2c1C
43) CCn1c(-c2ccsc2)nc2c1c(=O)[nH]c(=O)n2Cc1ccccc1
44) CC1C=CCC2C(=O)N(c3cccc(C(=O)Nc4ccc(Br)cc4)c3)C(=O)C12 (stereo not drawn)
45) O=C(NCc1cccnc1)C1CCN(S(=O)(=O)c2cc([N+](=O)[O-])ccc2Cl)CC1
46) O=C(CN1CCCCC1)NCCNc1ccc(C(F)(F)F)cc1[N+](=O)[O-]
47) Cc1c(N2C(=O)CSC23C(=O)Nc2ccccc23)c(=O)n(-c2ccccc2)n1C (stereo not drawn)
48) COc1ccc(-c2cc(C(F)(F)F)c3c(N)c(C(=O)NCCSC)sc3n2)cc1
entry no.,41,42,43,44,45,46,47,48
Jurkat NFkB inh,6,3,-5,-4,0,-15,3,-5
TIM10 inh,-3,-23,-25,17,-5,-7,12,6
697 NFkB inh,23,4,-1,-25,0,-31,5,0
tim23-1 inh,-3,4,0,31,2,-12,11,14
XBP1 UPR activ,-1,0,5,-4,-2,-1,-1,55*
tim10-1 inh,-4,-1,5,29,0,-6,16,24
Mdm2-MdmX inh,10,-9,22,9,10,11,-12,0
UPR CHOP act,1.8,3.7,-1.7,4.7,0.6,-2.1,0.4,1.2

49) O=C(CCn1c(=O)[nH]c2ccsc2c1=O)NCc1ccc(F)cc1
50) CCC(=O)N=c1sc2ccccc2n1-c1ccccc1
51) O=C(Nc1ccc(Br)cc1)c1cc([N+](=O)[O-])cc([N+](=O)[O-])c1
52) CCC1C(=O)NCCN1C(=O)c1cccc(OC2CCN(S(=O)(=O)N(C)C)CC2)c1 (stereo not drawn)
53) CN1/C(=C\C(=O)COC(=O)CN2C(=O)C3CC=CCC3C2=O)C(C)(C)c2ccccc21 (stereo not drawn)
54) CN1CCN(S(=O)(=O)c2cccc(C(=O)Nc3ccccc3N3CCCC3)c2)CC1
55) Cc1cc(C)c2oc(-c3ccc(C)c(NC(=S)NC(=O)c4cccs4)c3)nc2c1
56) Fc1cccc(NC(=S)NC2CCCCCCC2)c1
entry no.,49,50,51,52,53,54,55,56
Jurkat NFkB inh,1,-18,-5,-23,-1,19,-51,-21
TIM10 inh,-1,-16,9,2,12,14,24,32
697 NFkB inh,4,5,-9,-17,-9,-26,-49,-25
tim23-1 inh,-1,9,27,-11,21,26,4,46
XBP1 UPR activ,2,-3,0,-3,-1,-3,2,-1
tim10-1 inh,5,3,24,7,42*,17,15,50*
Mdm2-MdmX inh,-9,25,27,-31,-1,-12,77*,-7
UPR CHOP act,2.2,-0.2,3.2,3.5,-1.5,0.9,1.0,4.1
